Assay outcomes: PubChem BioAssay, several laboratories
CDK5 p35 inh: inhibitors of human CDK5/p35 kinase, primary screen, biochemical, single concentration; Cyclin-dependent kinase 5 (Homo sapiens) + Cyclin-dependent kinase 5 activator 1 (Homo …; Recombinant CDK5/p35, ADP-Glo luminescence, 60 min; inhibition, % at 10 µM; 330,000 compounds, 0.01% hits; AID 488839, 2010;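 active = highest replicate inhibition of at least 50% and at least 75% of replicates reaching 50%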;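 note: plate controls were DMSO neutral control for no effect and GW8510 at 10 µM for full effect; many of its hits are not listed in these tables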
Target sequence (Q00535 whole entry, looked up): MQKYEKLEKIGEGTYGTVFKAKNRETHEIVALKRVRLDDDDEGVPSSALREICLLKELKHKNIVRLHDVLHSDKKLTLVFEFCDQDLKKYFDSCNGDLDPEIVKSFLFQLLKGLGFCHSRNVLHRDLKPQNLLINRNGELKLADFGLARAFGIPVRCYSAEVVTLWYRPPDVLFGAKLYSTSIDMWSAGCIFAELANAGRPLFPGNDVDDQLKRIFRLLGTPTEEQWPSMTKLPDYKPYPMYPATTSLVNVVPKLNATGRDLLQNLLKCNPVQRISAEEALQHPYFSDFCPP
Target sequence (Q15078 whole entry, looked up): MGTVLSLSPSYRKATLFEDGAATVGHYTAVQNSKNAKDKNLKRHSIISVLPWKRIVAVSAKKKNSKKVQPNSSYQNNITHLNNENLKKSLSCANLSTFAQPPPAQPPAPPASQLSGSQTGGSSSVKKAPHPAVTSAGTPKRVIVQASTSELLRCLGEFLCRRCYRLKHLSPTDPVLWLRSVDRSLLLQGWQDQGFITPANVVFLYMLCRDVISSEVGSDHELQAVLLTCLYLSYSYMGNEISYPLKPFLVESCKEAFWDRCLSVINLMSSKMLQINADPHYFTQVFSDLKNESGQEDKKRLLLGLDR
AddAB inh: growth inhibition of E. coli expressing H. pylori AddAB, primary screen, AddAB inhibitor project, absorbance. 330,000 compounds, 0.29% hits. inhibition, % at 11.9 µM; in the data active = inhibition above about 12%;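 note: 0% = vehicle wells of infected cells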
Mot1-301 SUMO: yeast Mot1-301 growth rescue at high temperature, primary screen, SUMOylation pathway inhibitor project, S. cerevisiae, ATP luminescence, 38.5C | S. cerevisiae Mot1-301 growth rescue; percent above DMSO median, 100 means doubled | growth rescue, % at 18.8 µM | 320,000 compounds, 1% hits | AID 2716, 2010;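 active = every valid replicate shows activation above 250% relative to neutral control wells; inactive = the rest, any valid replicate at or below 250%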;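 note: OY570 slx delta 5 strain wells were the positive control but not used for scaling; some compounds called inactive have numbers as strong as hits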
DAGLB inh: DAGLB lipase inhibitors, primary screen, biochemical, fluorescence, HTS. Diacylglycerol lipase-beta (Homo sapiens), Q8NCG7. HEK293T DAGLB membrane lysate, EnzChek fluorogenic substrate. inhibition, % at 5.17 µM. 340,000 compounds, 0.059% hits; in the data active = inhibition above about 34%;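 note: 0% = enzyme with vehicle and 100% = wells lacking enzyme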
HTR5A inv ag: HTR5A inverse agonists in luminescence cell assay, primary screen, counter-screen for OPRM1-OPRD1 heterodimer inverse agonist project, full-deck HTS; 340,000 compounds, 0.083% hits; HTR5A cell line, inverse agonism; AID 504634, 2011; inhibition, % at 9.3 µM; in the data active = inhibition mostly above about 23%, no sharp cut-off; inactive = mostly below about 18%;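 note: 0% = cells with DMSO and 100% = no-cell wells with DMSO; some compounds called inactive have numbers as strong as hits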
HTR5A ag ctr: HTR5A agonists in luminescence cell assay, primary screen, counter-screen for OPRM1-OPRD1 heterodimer agonist project, full-deck HTS | activation, % at 9.3 µM | cell-based | AID 504692, 2011 | 340,000 compounds, 0.61% hits | 5-hydroxytryptamine receptor 5A (Homo sapiens), P47898; in the data active = activation mostly above about 9.5%, no sharp cut-off; inactive = mostly below about 7.6%;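 note: 0% = cells with vehicle only and 100% = reference agonist; strong numbers were not always called active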
PKA-R2B activ: activators of PKA-R2B holoenzyme, primary screen, biochemical, fluorescence polarization, Cy5-IP20, human. cAMP-dependent protein kinase catalytic subunit beta (Homo sapiens) + cAMP-dependent …. PKA-R2B holoenzyme dissociation; R2B truncated from residue 108, S112A mutant; 0% DMSO only, 100% 113 µM cGMP. activation, % at 11.4 µM. 340,000 compounds, 0.079% hits. AID 504700, 2011;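 active = activation above a cutoff set at the mean over all compounds plus 3 SD, cut at about 18% in these data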;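 note: higher means more holoenzyme dissociation and a rise in polarization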
Target sequence (P31323 whole entry, looked up, other chains not shown, the tested form may be a part): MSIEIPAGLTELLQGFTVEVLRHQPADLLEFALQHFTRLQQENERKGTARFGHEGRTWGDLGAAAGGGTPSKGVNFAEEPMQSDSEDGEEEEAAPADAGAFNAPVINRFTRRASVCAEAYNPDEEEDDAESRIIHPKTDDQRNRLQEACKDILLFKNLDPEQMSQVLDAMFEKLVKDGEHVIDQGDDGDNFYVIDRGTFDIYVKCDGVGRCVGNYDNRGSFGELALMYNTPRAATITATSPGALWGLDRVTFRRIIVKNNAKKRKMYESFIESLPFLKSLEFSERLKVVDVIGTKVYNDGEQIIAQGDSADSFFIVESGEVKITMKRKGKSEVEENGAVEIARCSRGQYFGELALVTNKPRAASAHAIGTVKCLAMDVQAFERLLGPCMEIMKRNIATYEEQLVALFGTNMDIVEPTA
Tat transport: E. coli Tat export inhibitors, primary screen, MC4100, TorA-mCherry reporter, fluorescence, single point. inhibition, % at 10 µM. 340,000 compounds, 0.036% hits. AID 488895, 2010;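 active = mean replicate inhibition at least 50% and at least half of replicates individually reaching 50%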;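 note: exported cargo escapes ClpAP degradation while cytoplasmic cargo is degraded and loses fluorescence; 0% = median of neutral control wells and 100% = median of NaSCN control wells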
phage Ecoli inh: growth loss of phage-infected E. coli, primary screen, RecBCD inhibitor project, absorbance, with phage, HTS. 360,000 compounds, 0.26% hits. inhibition, % at 11.9 µM. AID 651602, 2012; in the data active = inhibition above about 11%
Ecoli viability: E. coli V3065 growth inhibition, primary screen, counter-screen for AddAB inhibitor project, absorbance, OD600; 18 h; inhibition, % at 11.9 µM; 330,000 compounds, 0.27% hits; AID 449728, 2010;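 active = inhibition above the campaign's mean inhibition across all tested compounds plus 3 SD, cut at about 9.9% in these data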;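 note: uninfected addAB+ strain grown without phage in ampicillin broth; 0% = DMSO wells and 100% = ciprofloxacin 0.95 µg/ml wells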
PKA-R1A activ: activators of PKA-R1A holoenzyme, primary screen, biochemical, fluorescence polarization, Cy5-IP20, bovine R1A, mouse PKAc; cAMP-dependent protein kinase type I-alpha regulatory subunit (Bos taurus) + …; activation, % at 11.4 µM; 340,000 compounds, 0.083% hits; PKA-R1A dissociation; scaled: DMSO 0%, 113 µM cGMP 100%; AID 504707, 2011;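 active = percent activation above the mean of all tested compounds plus 3 SD, cut at about 19% in these data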;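 note: higher means more PKAc released from R1A so a rise in polarization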
Active calls of the source: *.

`CCOc1ccc(-n2cc(C(=O)c3cc(Cl)ccc3O)cc(C#N)c2=O)cc1` gave CDK5 p35 inh -2.0, AddAB inh 2.6, Mot1-301 SUMO 9, DAGLB inh 1, HTR5A inv ag 5, HTR5A ag ctr -2, PKA-R2B activ 4, Tat transport 1, phage Ecoli inh 5.8, Ecoli viability 2.9 and PKA-R1A activ -11.
`CC[C@H](C)[C@@H]1NC(=O)c2cc([N+](=O)[O-])cc(F)c2NCCCC[C@@H](C(N)=O)NC(=O)[C@H](CCCCN)NC1=O` gave CDK5 p35 inh 3.1, AddAB inh 1.7, Mot1-301 SUMO 20, DAGLB inh 1, HTR5A inv ag 26, HTR5A ag ctr 1, PKA-R2B activ -7, Tat transport 1, phage Ecoli inh 2.9, Ecoli viability -2.4 and PKA-R1A activ 4.
Screening O=C(Cc1ccccc1[N+](=O)[O-])NCCc1ccc(F)cc1 returned CDK5 p35 inh 1.3, AddAB inh 2.9, Mot1-301 SUMO -1, DAGLB inh 2, HTR5A inv ag -5, HTR5A ag ctr 1, PKA-R2B activ 8, Tat transport -17, phage Ecoli inh -1.1, Ecoli viability 0.3 and PKA-R1A activ -12.
For CSCCC(NS(=O)(=O)c1ccc2c(c1)Cc1cc(S(=O)(=O)NC(CCSC)C(=O)O)ccc1-2)C(=O)O (stereo not drawn) the results were CDK5 p35 inh -0.4, AddAB inh -0.6, Mot1-301 SUMO 7, DAGLB inh -1, HTR5A inv ag 3, HTR5A ag ctr -1, PKA-R2B activ 0, Tat transport 4, phage Ecoli inh -0.2, Ecoli viability -3.0 and PKA-R1A activ 5.
Screening C=C(C)Cn1c(SCC(=O)O)nnc1-c1ccc(C(C)(C)C)cc1 returned CDK5 p35 inh 1.0, AddAB inh -1.0, Mot1-301 SUMO -8, DAGLB inh 3, HTR5A inv ag -17, HTR5A ag ctr 7, PKA-R2B activ -6, Tat transport -5, phage Ecoli inh 0.5, Ecoli viability 0.8 and PKA-R1A activ -5.
Screening CC(CN1CCOCC1)OC(=O)c1ccccc1Br (stereo not drawn) returned CDK5 p35 inh 0.2, AddAB inh -2.6, Mot1-301 SUMO -14, DAGLB inh -6, HTR5A inv ag -18, HTR5A ag ctr 6, PKA-R2B activ 4, Tat transport 7, phage Ecoli inh -1.6, Ecoli viability 0.9 and PKA-R1A activ -7.
For CNc1ncnc2c1ncn2[C@@H]1O[C@H](CO)[C@@H](O)[C@H]1O the results were CDK5 p35 inh 0.4, AddAB inh -1.1, Mot1-301 SUMO 2, DAGLB inh 2, HTR5A inv ag -13, HTR5A ag ctr 6, PKA-R2B activ 0, Tat transport 5, phage Ecoli inh 4.6, Ecoli viability -0.1 and PKA-R1A activ 4.
For COc1cccc(C(=O)OCC(=O)NCCCc2ccccc2)c1 the results were CDK5 p35 inh -0.7, AddAB inh -2.9, Mot1-301 SUMO -16, DAGLB inh -1, HTR5A inv ag -4, HTR5A ag ctr 1, PKA-R2B activ 0, Tat transport 11, phage Ecoli inh -0.6, Ecoli viability -2.0 and PKA-R1A activ 3.
CCCOc1ccc(CCc2n[nH]c(=S)n2Cc2ccccc2)cc1 was read as CDK5 p35 inh -1.5, AddAB inh 0.5, Mot1-301 SUMO -16, DAGLB inh -5, HTR5A inv ag 20, HTR5A ag ctr -8, PKA-R2B activ -1, Tat transport 7, phage Ecoli inh 1.4, Ecoli viability 1.1 and PKA-R1A activ -2.
Screening COC(=O)c1cccc(NC(=S)Nc2cccc(Cl)c2C)c1 returned CDK5 p35 inh 0.2, AddAB inh 4.1, Mot1-301 SUMO -12, DAGLB inh -1, HTR5A inv ag -27, HTR5A ag ctr 3, PKA-R2B activ 4, Tat transport 0, phage Ecoli inh 3.6, Ecoli viability 1.0 and PKA-R1A activ 5.
`CCOC(=O)c1sc(NC(=O)C(C)Sc2nc(N)cc(=O)[nH]2)nc1C` (stereo not drawn) gave CDK5 p35 inh -1.2, AddAB inh 2.5, Mot1-301 SUMO 68, DAGLB inh 0, HTR5A inv ag -15, HTR5A ag ctr 5, PKA-R2B activ 1, Tat transport 3, phage Ecoli inh 3.4, Ecoli viability 2.1 and PKA-R1A activ -14.
CN(C)S(=O)(=O)c1cc(NC(=O)COC(=O)Cc2ccc(Cl)cc2Cl)ccc1Cl was read as CDK5 p35 inh 0.9, AddAB inh 4.8, Mot1-301 SUMO -2, DAGLB inh -5, HTR5A inv ag -1, HTR5A ag ctr -1, PKA-R2B activ 1, Tat transport 3, phage Ecoli inh 0.5, Ecoli viability 0.2 and PKA-R1A activ 1.
`Nc1nc(SCC(=O)N2CCCCCC2)[nH]c(=O)c1NC(=O)c1ccco1` gave CDK5 p35 inh 1.1, AddAB inh 3.2, Mot1-301 SUMO -2, DAGLB inh 2, HTR5A inv ag -23, HTR5A ag ctr 8, PKA-R2B activ 5, Tat transport 2, phage Ecoli inh -1.8, Ecoli viability -0.9 and PKA-R1A activ 2.
For Fc1ccc(-n2c(=S)[nH]c3cccnc32)cc1 the results were CDK5 p35 inh 0.8, AddAB inh 4.5, Mot1-301 SUMO 2, DAGLB inh 1, HTR5A inv ag 3, HTR5A ag ctr -1, PKA-R2B activ -10, Tat transport -1, phage Ecoli inh 1.5, Ecoli viability -0.9 and PKA-R1A activ -1.
For COc1cc2cc(C(c3nnnn3C3CCCC3)N3CCCCC3)c(=O)[nH]c2cc1OC (stereo not drawn) the results were CDK5 p35 inh -2.6, AddAB inh 1.0, Mot1-301 SUMO -13, DAGLB inh 1, HTR5A inv ag -5, HTR5A ag ctr -4, PKA-R2B activ 2, Tat transport -7, phage Ecoli inh 3.9, Ecoli viability -0.4 and PKA-R1A activ -20.
Screening COc1ccc(/C=C/C(=O)Nc2cc(S(=O)(=O)N3CCOCC3)ccc2OC)cc1 returned CDK5 p35 inh 2.0, AddAB inh -2.3, Mot1-301 SUMO 7, DAGLB inh -1, HTR5A inv ag 13, HTR5A ag ctr -3, PKA-R2B activ -2, Tat transport 0, phage Ecoli inh 2.0, Ecoli viability -2.8 and PKA-R1A activ 2.
For N#C/C(=C\c1ccc([N+](=O)[O-])cc1)c1ccccn1 the results were CDK5 p35 inh -4.4, AddAB inh 0.9, Mot1-301 SUMO -22, DAGLB inh 1, HTR5A inv ag -7, HTR5A ag ctr 2, PKA-R2B activ 4, Tat transport -6, phage Ecoli inh 3.7, Ecoli viability -1.0 and PKA-R1A activ -7.
For CC(=O)Nc1ccc(NC(=O)CSc2nc3nc(-c4cccs4)cc(C(F)(F)F)c3c(=O)[nH]2)cc1 the results were CDK5 p35 inh -0.7, AddAB inh -0.9, Mot1-301 SUMO 6, DAGLB inh 4, HTR5A inv ag 9, HTR5A ag ctr 1, PKA-R2B activ -3, Tat transport -1, phage Ecoli inh 1.5, Ecoli viability 2.5 and PKA-R1A activ -2.
Cn1c(C(O)c2ccccc2F)nc(Cl)c1Cl (stereo not drawn) was read as CDK5 p35 inh -1.5, AddAB inh 1.5, Mot1-301 SUMO -8, DAGLB inh 2, HTR5A inv ag -2, HTR5A ag ctr 0, PKA-R2B activ -4, Tat transport -9, phage Ecoli inh 3.9, Ecoli viability 1.2 and PKA-R1A activ -8.
Cc1nn(-c2ccc(F)cc2F)c(=O)c2noc(C)c12 was read as CDK5 p35 inh 1.9, AddAB inh 0.7, Mot1-301 SUMO 474, DAGLB inh -1, HTR5A inv ag -14, HTR5A ag ctr 1, PKA-R2B activ -7, Tat transport -1, phage Ecoli inh -1.8, Ecoli viability -0.7 and PKA-R1A activ -7.
Screening CCOC(=O)c1cnn(-c2ccccc2)c1NC(=O)CN1CCOCC1 returned CDK5 p35 inh 0.5, AddAB inh 5.2, Mot1-301 SUMO -6, DAGLB inh -6, HTR5A inv ag -15, HTR5A ag ctr 13*, PKA-R2B activ 7, Tat transport 3, phage Ecoli inh 3.7, Ecoli viability -2.0 and PKA-R1A activ 10.
Cc1c(O)ccc2c(CN(C)Cc3ccccc3)cc(=O)oc12 was read as CDK5 p35 inh -1.7, AddAB inh -0.8, Mot1-301 SUMO -14, DAGLB inh -2, HTR5A inv ag 19, HTR5A ag ctr -3, PKA-R2B activ -1, Tat transport 8, phage Ecoli inh -0.5, Ecoli viability 0.9 and PKA-R1A activ -3.
Cc1cc(=O)[nH]c(SCCc2ccccc2)n1 was read as CDK5 p35 inh 1.3, AddAB inh 2.2, Mot1-301 SUMO 1, DAGLB inh -3, HTR5A inv ag 8, HTR5A ag ctr -2, PKA-R2B activ -8, Tat transport 0, phage Ecoli inh 3.4, Ecoli viability -0.9 and PKA-R1A activ -9.
For O=C1CCCN1CCCNC(=S)Nc1ccc(F)c(Cl)c1 the results were CDK5 p35 inh 1.0, AddAB inh 1.1, Mot1-301 SUMO -16, DAGLB inh 0, HTR5A inv ag -6, HTR5A ag ctr 2, PKA-R2B activ -8, Tat transport -3, phage Ecoli inh 3.4, Ecoli viability -0.6 and PKA-R1A activ 5.
Oc1ccccc1N1CCN(C(=S)NCc2ccccc2)CC1 was read as CDK5 p35 inh -0.3, AddAB inh -1.1, Mot1-301 SUMO 0, DAGLB inh 11, HTR5A inv ag 2, HTR5A ag ctr -1, PKA-R2B activ -2, Tat transport -3, phage Ecoli inh 1.9, Ecoli viability 1.1 and PKA-R1A activ -7.

Structures shown so far containing a COOH group, in the order listed:
For CSCCC(NS(=O)(=O)c1ccc2c(c1)Cc1cc(S(=O)(=O)NC(CCSC)C(=O)O)ccc1-2)C(=O)O (stereo not drawn) the results were CDK5 p35 inh -0.4, AddAB inh -0.6, Mot1-301 SUMO 7, DAGLB inh -1, HTR5A inv ag 3, HTR5A ag ctr -1, PKA-R2B activ 0, Tat transport 4, phage Ecoli inh -0.2, Ecoli viability -3.0 and PKA-R1A activ 5.
Screening C=C(C)Cn1c(SCC(=O)O)nnc1-c1ccc(C(C)(C)C)cc1 returned CDK5 p35 inh 1.0, AddAB inh -1.0, Mot1-301 SUMO -8, DAGLB inh 3, HTR5A inv ag -17, HTR5A ag ctr 7, PKA-R2B activ -6, Tat transport -5, phage Ecoli inh 0.5, Ecoli viability 0.8 and PKA-R1A activ -5.

Compounds were not picked by outcome (roughly 2.3% active in at least one column).
